SRC1 TRFRET art: TR-FRET artefact, counter-screen to PPARgamma/SRC-1 agonist assay; TR-FRET detection artefact counter-screen, emission ratio; hits give high values; TR-FRET ratio at 8 µM; 0.34% of 99,000 active; in the data active means TR-FRET ratio above about 2300; further: inactives centre near 1800; reference of the scale not given here
SRC3 TRFRET art: flags TR-FRET format artefacts in PPARgamma SRC-3 recruitment agonist screen. TR-FRET artefact counter-screen, PPARgamma/SRC-3 format; hits give high values. TR-FRET ratio at 8 µM. 0.39% of 99,000 active; in the data active means TR-FRET ratio above about 2000; further: inactives centre near 1600; reference of the scale not given here
Active calls of the source: *.

Sample of the layout:
SMILES	SRC1 TRFRET art	SRC3 TRFRET art
CC(C)c1ccc(/C=N/N2CCCCC2)cc1	1858	1677
COc1ccc(S(=O)(=O)NC2CCCCC2)cc1-n1cnnn1	1750	1581
COc1ccc(CN2CCNC(=O)C2CC(=O)N(C)Cc2ccon2)c(OC)c1 (stereo unspecified)	1800	1459
CC(C)Cn1c(N)c(C(=O)COC(=O)[C@@H]2CCCN2C(=O)c2cccs2)c(=O)n(C)c1=O	1846	1443
COc1ccc(N/C(N)=N/c2nc(CSc3nnc(C)s3)cc(=O)[nH]2)cc1	1917	1433
Cc1ccc(S(=O)(=O)N2CCCCC2C(=O)O)s1 (stereo unspecified)	1813	1596
CN1CCN(c2nc(Nc3ccc(O)cc3)nc3ccccc23)CC1	1972	1823

The list itself, from the first entry:
SMILES	SRC1 TRFRET art	SRC3 TRFRET art
CC(C)c1ccc(/C=N/N2CCCCC2)cc1	1858	1677
COc1ccc(S(=O)(=O)NC2CCCCC2)cc1-n1cnnn1	1750	1581
COc1ccc(CN2CCNC(=O)C2CC(=O)N(C)Cc2ccon2)c(OC)c1 (stereo unspecified)	1800	1459
CC(C)Cn1c(N)c(C(=O)COC(=O)[C@@H]2CCCN2C(=O)c2cccs2)c(=O)n(C)c1=O	1846	1443
COc1ccc(N/C(N)=N/c2nc(CSc3nnc(C)s3)cc(=O)[nH]2)cc1	1917	1433
Cc1ccc(S(=O)(=O)N2CCCCC2C(=O)O)s1 (stereo unspecified)	1813	1596
CN1CCN(c2nc(Nc3ccc(O)cc3)nc3ccccc23)CC1	1972	1823
O=C(Nc1nnc(CCN2CCCCC2)s1)c1ccccc1Cl	1926	1494
CCOc1ccc(NC(=S)N2CCCCCC2)cc1	1823	1474
O=C(NCCCl)Nc1cc([N+](=O)[O-])ccc1Cl	1755	1455
COc1ccc(C(=O)CSc2ccc(-c3ccc(C)cc3)nn2)cc1	2017	2015
CC(CCc1ccccc1)NC(=O)c1cccc([N+](=O)[O-])c1 (stereo unspecified)	1678	1497
Cc1ccc(NC(=O)COC(=O)[C@H](C)N2C(=O)C3CC=CCC3C2=O)cc1S(=O)(=O)N(C)C (stereo partly specified)	1712	1528
COc1ccccc1CNC(=O)COc1ccc(C)nc1[N+](=O)[O-]	1935	1758
O=C(CSc1ccc(Cl)cc1)Nc1nnc(-c2cccc([N+](=O)[O-])c2)s1	1847	1420
Cc1ccc2[nH]c(=O)c(COC(=O)c3cccs3)cc2c1	1954	1448
CCOC(=O)C1(CC2CCCCO2)CCN(Cc2nccn2-c2cccc(C)c2)CC1 (stereo unspecified)	1512	1465
CC(C)n1c2ccccc2c2nnc(SCC(=O)Nc3ccccc3C(=O)O)nc21	1860	1429
CCOC(=O)C1(CC2CCCCO2)CCN(S(=O)(=O)c2c(C)nn(C)c2C)CC1 (stereo unspecified)	1820	1465
CSc1ccc(/C=C(/NC(=O)c2ccc(C)cc2)C(=O)Nc2cccc(C)c2)cc1	1991	1669
CC(NC(=O)c1cccc2ccccc12)c1ccc2c(c1)CCCC2 (stereo unspecified)	1753	1523
Cc1ccc(C(=O)CSc2nnc(COc3ccccc3)o2)cc1	1578	1573
Cc1cc(/C=C2/SC(=O)N(CC(=O)N3CCCC3)C2=O)ccc1N1CCOCC1	1805	1612
CCOC(=O)C1CCCN(C(=O)c2ccc3c(c2)N(Cc2ccccc2)C(=O)c2ccccc2S3=O)C1 (stereo unspecified)	1772	1676
NC(=O)COC(=O)c1sc2ccccc2c1Cl	1817	1678
Carrying on.
SMILES	SRC1 TRFRET art	SRC3 TRFRET art
O=C(COC(=O)c1cc[n+]([O-])cc1)Nc1ccc(Cl)cc1[N+](=O)[O-]	1988	1490
CCCCCCCCC(=O)NNC(=O)c1c(O)c2ccccc2n(CCC)c1=O	1769	1620
Cc1ccc(-c2csc3nc[nH]c(=S)c23)cc1C	1687	1542
CN(C)CCCNC(=S)N1CCn2c(nc3ccccc32)C1	1868	1580
O=C1CC(NCc2ccccc2)C(=O)N1c1ccc(F)cc1 (stereo unspecified)	1619	1481
Cc1cc(C=C2C(=O)c3ccccc3C2=O)c(C)n1-c1ccc(C(=O)O)cc1	1591	1504
CC(=O)n1cc([C@H]2C=C(C(=O)Nc3ccccc3)O[C@@H](OCCCCO)C2)c2ccccc21	1534	1444
COc1ccccc1NC(=O)c1cc(OC)c(OC)cc1[N+](=O)[O-]	1633	1430
CC(=O)c1c(C)[nH]c(C(=O)OCC(=O)NCC(C)C)c1C	1956	1502
CCN1CCN(C(=O)c2nn(-c3ccc(OC)cc3)c(=O)c3c2c2ccccc2n3C)CC1	1894	1680
Cc1ccc(S(=O)(=O)NC(C(=O)Oc2ccc3c(C)c(Cl)c(=O)oc3c2)c2ccccc2)cc1 (stereo unspecified)	1839	1384
COC(=O)Cc1ccc(NC(=S)NCc2ccccc2OC)cc1	1710	1689
O=C(COC(=O)Cc1ccsc1)Nc1ccccc1	1492	1354
COc1ccccc1CCNC(=O)Nc1cccc([N+](=O)[O-])c1	1665	1396
CC(Cc1c[nH]c2ccccc12)NC(=O)OCCCl (stereo unspecified)	1819	1587
O=C(OCC(=O)N1CCc2ccccc21)c1ccc[nH]c1=O	1596	1365
COc1ccc(S(=O)(=O)CCC(=O)Nc2cccc(OC)c2)cc1	1747	1486
COc1ccc(Cl)c2c1[nH]c1nc(SCc3cccnc3)nnc12	1637	1418
CC(C)N1C(=O)CCC1C(=O)N1CCN(c2ccccn2)CC1 (stereo unspecified)	1626	1586
COc1ccccc1NC(=O)Cc1noc(CSc2nnc(C)n2C)n1	1995	1576
Cc1cc(N(CCO)CCO)ccc1N=Nc1cc(F)ccc1F	1881	1482
CCC12C(=O)C(CC)(C(c3ccccc3)=C1c1ccccc1)[C@@H]1C(=O)N(c3ccc(C)cc3)C(=O)C12 (stereo partly specified)	1675	1539
CC(OC(=O)c1ccc2c(=O)n3c(nc2c1)CCCCC3)C(=O)Nc1ccc(F)cc1Cl (stereo unspecified)	1959	1789
COc1ccc(/C=C/C=N/NC(=O)COc2ccc(OC)cc2)cc1	1788	1596
Cc1ccccc1N1C(S)=C(C#N)C(=O)NC12CCCCC2	1788	1591

6 structures already listed, sorted by SMILES length, smallest number first:
SMILES	SRC1 TRFRET art	SRC3 TRFRET art
CC(Cc1c[nH]c2ccccc12)NC(=O)OCCCl (stereo unspecified)	1819	1587
Cc1ccccc1N1C(S)=C(C#N)C(=O)NC12CCCCC2	1788	1591
COc1ccc(Cl)c2c1[nH]c1nc(SCc3cccnc3)nnc12	1637	1418
COc1ccc(S(=O)(=O)CCC(=O)Nc2cccc(OC)c2)cc1	1747	1486
COc1ccccc1NC(=O)c1cc(OC)c(OC)cc1[N+](=O)[O-]	1633	1430
CCC12C(=O)C(CC)(C(c3ccccc3)=C1c1ccccc1)[C@@H]1C(=O)N(c3ccc(C)cc3)C(=O)C12 (stereo partly specified)	1675	1539

Further compounds.
SMILES	SRC1 TRFRET art	SRC3 TRFRET art
CC(C)(C)S(=O)(=O)/C(C#N)=N/Nc1ccc(S(C)(=O)=O)cc1	1722	1650
NS(=O)(=O)c1ccc(CCNC(=O)CSc2nc3ccccc3c3nc(CCN4CCCCC4)nn23)cc1	2074	1856
Oc1ccccc1N=Nc1ccccc1O	1544	1502
Cc1ccc(S(=O)(=O)Nc2ccccn2)cc1[N+](=O)[O-]	1941	1767
CCOc1ccc(-n2c(SCC(=O)Nc3cc(OC)c([N+](=O)[O-])cc3C)nc3ccccc32)cc1	1623	1594
COc1ccc(NC(=O)COc2cccnc2[N+](=O)[O-])cc1OC	1994	1681
CN(C)c1cccc(C(=O)NCc2ccc(Cl)cc2)c1	1985	1445
CCOC(=O)c1sc(Nc2nc3ccc(OC)cc3s2)cc1C	1769	1785
CCC(C)NC(=O)CCc1nc2ccccc2n1-c1ccccc1 (stereo unspecified)	1841	1683
Cc1nc2ccccc2n1CC(=O)NC(C)C1CC2CCC1C2 (stereo unspecified)	1692	1656
Cc1ccc(-c2nc(N)sc2-c2ccc(C)cc2)cc1	1965	1526
CC(C)(C)NC(=O)NC(=O)COC(=O)Cc1c(F)cccc1Cl	1655	1631
Cc1[nH]nc(S(=O)CC(=O)O)c1[N+](=O)[O-] (stereo unspecified)	1663	1320
CCCSC1=C(C#N)C(c2ccccc2C)C(C(=O)OC)C(=O)N1 (stereo unspecified)	1765	1366
COC(=O)c1c(NC(=O)Cc2ccccc2)sc2c1C(C(=O)OC)CC2 (stereo unspecified)	1735	1553
C=CC#CC1(O)CC(C)N(C)CC1C (stereo unspecified)	1874	1817
O=C(O)c1cccc2[nH]c(C(F)(F)F)nc12	1762	1629
N#CCc1ccc(NS(=O)(=O)c2ccc(N3CCCC3=O)cc2)cc1	1776	1768
CN1CCN(c2nc(-c3ccc(Cl)s3)cs2)CC1	2061	1814
Cc1ccc(S(=O)(=O)c2cnc(-c3ccccc3)nc2N2CCN(C)CC2)cc1	1573	1638
C/C(=N\Nc1nc2ccccc2s1)c1cccs1	1926	1441
COc1ccc(CN2CC(C(=O)NCCC(C)C)CC2=O)cc1 (stereo unspecified)	1913	1550
CN(c1cccc(NS(=O)(=O)c2ccccc2)c1)S(C)(=O)=O	1721	1629
Cc1ccc(CN2CCN(Cc3ccncc3)CC2CCO)o1 (stereo unspecified)	1546	1472
CCOC(=O)Cc1c(C)nc(SC)[nH]c1=O	1808	1476
(further entries)
SMILES	SRC1 TRFRET art	SRC3 TRFRET art
O=C(Oc1ccc(-c2ccccc2)cc1)C1C2CCCCC21 (stereo unspecified)	1786	1426
COc1ccc(-c2[nH]ncc2N=Nc2ccccc2)cc1	1630	1704
CCCNC(=O)NC(=O)CSc1nncs1	1648	1489
CC(=O)Nc1cccc(NC(=S)Nc2cccc(Cl)c2Cl)c1	1937	1694
Cc1ccc(C(=O)COC(=O)c2c(C)cc(=O)oc2C)cc1[N+](=O)[O-]	1881	1839
CCCC12CN3CCN(CC(C3)/C1=N\NC(=O)c1ccc(C(C)(C)C)cc1)C2	1657	1614
Cc1ccn2cc(-c3cccc(NC(=O)c4cccs4)c3)nc2c1	1999	1628
COC(=O)C1=C(C)NC(c2c(O)ccc3ccccc23)C(C(=O)OC)=C1C (stereo unspecified)	1676	1590
O=C(CSC1=NCCS1)N1CCCC1	1877	1421
Cc1cccc(-n2cnc(C(=O)N3CCN(C)CC3)c2)n1	1746	1471
c1ccc2c(NC3C4CC5CC(C4)CC3C5)nc(N3CCOCC3)nc2c1 (stereo unspecified)	1810	1600
OCCCNc1nc(-c2ccc(Cl)cc2)nnc1-c1ccccc1	1774	1554
COc1ccc(N2C(=O)/C(=C3/C=CC=CN3C)SC2=S)cc1	1615	1393
CC(NS(=O)(=O)c1ccc(Br)cc1)C(=O)NCCc1ccccc1 (stereo unspecified)	1783	1546
CCn1cc(CNC(=S)Nc2cccc3ccccc23)cn1	1616	1397
O=C(NC(c1ccccc1)c1ccccn1)c1cccc([N+](=O)[O-])c1 (stereo unspecified)	1364	1448
CCC1C(=O)NCCN1C(=O)c1ccccc1OC1CCN(S(C)(=O)=O)CC1 (stereo unspecified)	1791	1595
O=C(c1ccc(S(=O)(=O)Cc2ccccc2F)c([N+](=O)[O-])c1)N1CCCC1	1697	1470
Cc1cc(-c2nc3ccccc3[nH]2)ccc1N	2198	1753
Cc1ccc([N+](=O)[O-])cc1-c1ccc(/C=C(\C#N)c2[nH]nc(N)c2C#N)o1	1826	1952
O=C1C=C(Nc2ccccc2)c2ccccc2C1=O	1885	1739
NC1=NC(=O)S/C1=C\c1ccc(F)cc1	1798	1756
Cn1nc(C(F)(F)F)c2cc(C(=O)N3CCOCC3)sc21	1982	1531
COC(=O)Cc1ccc(NC(=S)NCc2cccc(OC)c2)cc1	1867	1582
CC(C)NC(=O)c1c(O)c2ccccc2[nH]c1=O	1639	1599
The results go on.
SMILES	SRC1 TRFRET art	SRC3 TRFRET art
NS(=O)(=O)c1ccc(CCNC(=O)COC(=O)CC(c2ccccc2)c2ccccc2)cc1	1426	1715
CC1(C)Cc2nc3sc(C(=O)O)c(N)c3cc2CS1	2077	1891
CCN(C(=O)CN1CCc2ccccc21)c1c(N)n(Cc2ccccc2)c(=O)[nH]c1=O	1820	1812
CC(C)CN1CN(Cc2ccccc2)CNC1=S	1595	1618
CCN(CC)S(=O)(=O)c1ccc2nc(CCl)[nH]c2c1	1802	1803
COc1ccc(C(=O)CC(c2ccccc2)S(=O)(=O)c2ccc(C)cc2)cc1 (stereo unspecified)	1612	1603
Cc1ccc(N(CC(=O)O)S(C)(=O)=O)cc1	2003	1521
COC(=O)N/N=C/c1ccc(Oc2ccccc2)cc1	1705	1601
CCN(Cc1ccccc1)C(=O)Cn1cc2c(n1)CCCC2	1788	1592
O=C1CC(c2ccc(Cl)c([N+](=O)[O-])c2)c2ccc3ccccc3c2N1 (stereo unspecified)	1836	1573
CN(Cc1nccn1C)C(=O)CC1C(=O)NCCN1CC(c1ccccc1)c1ccccc1 (stereo unspecified)	1764	1473
O=C(N/N=C/c1ccc([N+](=O)[O-])o1)C1CC1	1861	1543
Cc1ccc(C(=O)c2cc([N+](=O)[O-])ccc2N2CCCCC2)c(C)c1	1719	1498
CCn1cc(-c2cc(C(=O)O)c3ccccc3n2)c(C)n1	1921	1655
NC(=O)C1=C[C@@H](c2ccc(C(F)(F)F)cc2)C[C@@H](OCc2ccc(CO)cc2)O1	1847	1571
CN(C)c1ccc(C(CNS(=O)(=O)c2ccc3ccccc3c2)c2c[nH]c3ccccc23)cc1 (stereo unspecified)	1701	1824
Fc1ccccc1Cc1noc(CN2CCN(Cc3ccc4c(c3)OCO4)CC2)n1	2089	1557
CCOC(=O)c1ccc(NC(=S)N(CCCN2CCCCCC2)Cc2ccco2)cc1	1805	1684
CC(=O)CCC(=O)OCC(=O)Nc1ccc(SC(F)F)cc1	1923	1655
O=C(N/N=C/c1cccc(Oc2ccccc2)c1)c1ccncc1	1612	1260
Clc1ccc(OCCOCCN2CCc3ccccc3C2)c(Cl)c1	1500	1414
C/C(=C\C(=O)c1ncc(C(F)(F)F)cc1Cl)N(C)C	1891	1735
Cc1nn(Cc2ccc(F)cc2)c2sc(C(=O)Nc3nccs3)cc12	1983	1719

These rows are one share of the data; rates above refer to the full screens.
